Bioassay records as filed in PubChem.
EWS-Fli block: blocks EWS/Fli oncoprotein-driven transcription. A673 NR0B1-luciferase reporter, viability-normalised. AID 651661. actives 0.67% (n = 350,000). inhibition, % at 12.6 µM;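 active means mean inhibition of at least 50% after viability correction, with every replicate also passing that limit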;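 further: firefly luciferase signal divided by Alamar Blue viability fluorescence both relative to DMSO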
S100A4 MyoIIA: S100A4-myosin IIA interaction inhibition; P26447; S100A4/TAMRA-MyoIIA peptide fluorescence polarization; inhibition, % at 10.7 µM; actives 0.14% (n = 360,000); AID 652163;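 active means mean inhibition of at least 70% across replicates, with every replicate also reaching that level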
Target sequence (P26447 whole entry, looked up): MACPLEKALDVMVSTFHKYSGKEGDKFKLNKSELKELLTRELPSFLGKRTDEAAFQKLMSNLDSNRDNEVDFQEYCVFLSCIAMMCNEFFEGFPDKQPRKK
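Material: S100A4 monomer protein | Medium: HEPES pH 7.2 with CaCl2, KCl, NaCl, DTT, Triton | Reagent: Labelled myosin peptide probe, 5 nM | Doses: One dose per compound | Times: 5 min incubation before reading | Benchmarks: Neutral control DMSO, positive control TFP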
RAD54 branch: blocks human RAD54 Holliday junction branch migration; inhibition, % at 10.4 µM; FAM/BHQ fluorescence; actives 0.14% (n = 360,000);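 active means mean normalized replicate activity at least 40 and at least half of replicates scoring 40 or more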;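 further: 0% = median of neutral control wells and 100% = median of positive control wells; inhibitors cause a drop in the FAM fluorescence signal; in these data hits start at about 50%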
E-selectin induc: induces E-selectin expression in human endothelial cells | actives 0.37% (n = 260,000) | P16581 | AID 686992 | activation, % at 7.58 µM | HUVEC E-selectin immunofluorescence imaging; normalized: neutral wells 0, TNF-alpha wells 100;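 active means mean E-selectin-positive cell signal at least 10% of the positive control, reached in at least 60% of replicates, without over 20% cell loss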;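 further: in these data hits start at about 27%; measured in HUVEC primary endothelial cells; signal is the percent of cells scored E-selectin positive by PE staining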
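Test system: HUVEC; input: 3,000 HUVEC/well; measured by: immunofluorescence imaging; read-out: % PE-positive cells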
XiGFP reactiv: X-chromosome reactivation activator. actives 0.055% (n = 360,000). AID 743238. XiGFP mouse fibroblasts, % GFP-positive cells imaging, 3 d; cells co-treated with 5-aza-dC sensitizer; scaled so ellipticine positive control = 100%. activation, % at 7.58 µM;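 active means mean normalized replicate activation at least 10% and every replicate at or above 10%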;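 further: 0% = median of on-plate neutral control wells and 100% = ellipticine 6 µM median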
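System: XiGFP fibroblasts, SV40-immortalized. Medium: DMEM plus 5-aza-dC sensitizer. Doses: single point. Timing: 3 d treatment, 15 min room-temperature fixation. Control set: ellipticine 6 µM.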
FN deposition inh: fibronectin deposition inhibition; AH1F fibroblasts, Alexa488-fibronectin deposition fluorescence, overnight; inhibition, % at 12.6 µM; actives 0.086% (n = 350,000);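 active means mean inhibition across replicates of 30% or more, regardless of how many single replicates reach that level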;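 further: positive control wells lacked labelled fibronectin entirely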
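Material: AH1F fibroblast monolayer depositing Alexa488-labelled fibronectin into matrix / Amount: 10000 AH1F cells per well / Signal: fluorescence 485/525 nm / Medium: DMEM, 2% serum / Compound: single dose, pinned / Incubation: 1 h cell adhesion before compound, then overnight fibronectin incubation / Reagent: Alexa488-FN, 24 nM final / Read-out: inhibition of fibronectin deposition signal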
RAD52 anneal inh: RAD52 (human) annealing inhibition; P43351; recombinant RAD52 DNA annealing, FRET fluorescence; actives 0.46% (n = 360,000); inhibition, % at 18.7 µM;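 active means every replicate showing at least 50% inhibition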
Target sequence (P43351 whole entry, looked up): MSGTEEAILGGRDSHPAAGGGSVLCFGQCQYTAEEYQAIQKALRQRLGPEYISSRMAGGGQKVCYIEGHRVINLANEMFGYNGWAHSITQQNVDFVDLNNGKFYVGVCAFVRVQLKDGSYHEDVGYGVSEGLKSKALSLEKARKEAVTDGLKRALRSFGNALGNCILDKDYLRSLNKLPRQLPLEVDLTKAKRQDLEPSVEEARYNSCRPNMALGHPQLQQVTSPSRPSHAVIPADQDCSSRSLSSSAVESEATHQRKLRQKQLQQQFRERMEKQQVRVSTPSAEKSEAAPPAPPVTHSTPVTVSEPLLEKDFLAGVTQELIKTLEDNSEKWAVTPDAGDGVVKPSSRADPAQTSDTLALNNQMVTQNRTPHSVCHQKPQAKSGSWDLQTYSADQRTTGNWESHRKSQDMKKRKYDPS
esBAF inh: blocks esBAF chromatin remodeling in mouse ES cells | Bmi1-luciferase knock-in reporter, 24 h; 100% = twice the neutral-well signal | reporter increase, % at 12.5 µM | actives 2% (n = 350,000); in the data active means activation above about 40%;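 further: 0% = median of the plate's neutral control wells and 100% = double that signal; a rise in the Bmi1 reporter signal indicates esBAF inhibition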
* = called active by the depositor; . = no result given; & = joins results of further samples.

Sample of the layout (2 entries):
No. | structure | EWS-Fli block | S100A4 MyoIIA | RAD54 branch | E-selectin induc | XiGFP reactiv | FN deposition inh | RAD52 anneal inh | esBAF inh
1 | Cc1ccc(SCC(=O)N(C)C2CCS(=O)(=O)C2)c(C)c1 (configuration not stated) | 3 | -4 | 5 | . | -0.2 | -2 | -1 | 3
2 | COc1ccc(-c2nnc3n2CCCCC3)cc1OC | 2 | -4 | 3 | 35* | 0.4 | 0 | -10 | 1

The list itself, from the first entry:
No. | structure | EWS-Fli block | S100A4 MyoIIA | RAD54 branch | E-selectin induc | XiGFP reactiv | FN deposition inh | RAD52 anneal inh | esBAF inh
1 | Cc1ccc(SCC(=O)N(C)C2CCS(=O)(=O)C2)c(C)c1 (configuration not stated) | 3 | -4 | 5 | . | -0.2 | -2 | -1 | 3
2 | COc1ccc(-c2nnc3n2CCCCC3)cc1OC | 2 | -4 | 3 | 35* | 0.4 | 0 | -10 | 1
3 | COc1ccc(N2CCN(S(=O)(=O)c3ccc(OC)c(C(=O)N4CCOCC4)c3)CC2)cc1 | 5 | -1 | 9 | . | 0.1 | -10 | -11 | -2
4 | COc1cccc(N2CCN(CC(=O)c3c(C)[nH]c4ccccc34)CC2)c1 | -6 | 9 | -4 | . | . | . | -52 | .
5 | CCOc1ccccc1C(C(=O)NC1CCCCC1)N(C(=O)c1csnn1)C1CC1 (configuration not stated) | -2 | 4 | 1 | . | 0.2 | 2 | -8 | -1
6 | O=[N+]([O-])c1cc(S(=O)(=O)N2CCCC2)ccc1NN=C1CCCCC1 | 6 | 0 | . | . | 0.1 | -5 | -8 | .
7 | O=C1N[C@@H](Cc2ccccc2)C(=O)N2[C@H]1CSCCS2(=O)=O | 3 | 6 | . | 0.3 | -0.2 | 2 | -3 | .
8 | COc1cc(C2C(C(=O)c3ccc(C)o3)=C(O)C(=O)N2CCN2CCOCC2)ccc1OCCC(C)C (configuration not stated) | 3 | -2 | -10 | 0.0 | -0.1 | -4 | -14 | -5
9 | O=S(=O)(NCCc1ccccc1)c1cccs1 | 0 | 3 | 6 | -0.3 | -0.1 | 1 | 5 | -1
10 | O=C(NCC1CCCCC1)c1ccc(Br)o1 | . | -6 | 2 | -0.9 | 0.0 | 8 | -10 | .
11 | CCCCN(Cc1nc2ccccc2c(=O)[nH]1)C(=O)COc1ccc(F)cc1Cl | 8 | -6 | -2 | 0.4 | 0.0 | 4 | -15 | -10
12 | O=C(CC(F)(F)F)N1C[C@H]2[C@@H](c3ccccc31)[C@@H](CO)N2C(=O)C1CCCC1 | -1 | -5 | -6 | 0.1 | 0.1 | -10 | 6 | -2
13 | Cc1ccc(CN2CCSc3ccc(C(=O)NC4CCN(Cc5ccccc5)CC4)cc32)cc1 | 12 | -3 | 0 | -0.1 | -0.1 | 13 | -27 | 2
14 | COC(=O)c1c(NC(=O)C2C3CCC(C3)C2C(=O)O)sc2c1CCCCC2 (configuration not stated) | -1 | 4 | 6 | 1.6 | 0.0 | 1 | -3 | 26
15 | COc1cccc(C(=O)Nc2nc3ccccc3s2)c1 | -58 | 6 | 0 | 1.6 | 0.1 | 2 | -10 | 3
16 | C[C@@H]1CN([C@H](C)CO)C(=O)c2cc(/C=C/c3ccccc3)cnc2O[C@H]1CN(C)C(=O)NC1CCCCC1 | 3&-7&-5 | -1&14&4 | 8&-3&-3 | 0.0&0.2 | -0.1&-0.7 | -2&7 | -8&1&12 | 36&-4&2
17 | COCC#Cc1cnc2c(c1)C(=O)N([C@@H](C)CO)C[C@H](C)[C@@H](CN(C)C(=O)Cc1ccccc1)O2 | -4 | -15 | 1 | 0.4 | -0.7 | . | 1 | -2
18 | COC(=O)[C@H]1[C@H](CO)[C@H]2Cn3c(ccc(-c4ccncc4)c3=O)[C@H]2N1CC1CCCC1 | 0 | 9 | . | -0.2 | 0.7 | . | -41 | .
19 | C[C@H](CO)N1C[C@H](C)[C@H](CN(C)C(=O)c2ccncc2)Oc2cc(C3=CCCCC3)ccc2S1(=O)=O | 2 | -58 | 15 | -0.4 | -0.6 | 4 | 2 | 2
20 | C[C@@H]1CN([C@@H](C)CO)C(=O)c2cc(-c3ccc(F)cc3)cnc2O[C@H]1CN(C)Cc1ccccn1 | -3 | -3 | -2 | 0.1 | -1.0 | -1 | -23 | 3
21 | CN1/C(=C/c2cccc[n+]2C)Sc2ccccc21 | 31 | -7 | 62* | -0.2 | 0.3 | -12 | 42 | -20
22 | C[C@H]1CN([C@@H](C)CO)C(=O)CCCn2nncc2CO[C@H]1CN(C)C(=O)Nc1cccc2ccccc12 | -12&16 | 5&-3 | 2&-1 | 4.2 | -0.2&0.0 | -3&-2 | 1&-10 | 2&2
23 | O=C(Cc1ccncc1)N1CC(=O)N2[C@@H](CO)[C@H](c3ccc(Br)cc3)[C@@H]2C1 | -6 | 43 | . | -0.1 | 0.0 | -8 | -4 | .
24 | C[C@@H]1CN([C@@H](C)CO)C(=O)c2cc(NC(=O)c3ccccc3)ccc2O[C@@H](C)CCCCO[C@@H]1CN(C)CC1CCCCC1 | -9 | -3 | 0 | -0.2 | 0.3 | -7 | -21 | 0
25 | CCOc1ccc(-n2c(-c3ccc(Cl)cc3)c[n+]3c2SCC3)cc1 | 23 | 0 | . | 2.5 | 0.1 | 17 | -15 | .
26 | Cc1nc2ccccc2nc1OCC(=O)Nc1ccc2ccccc2c1 | . | . | -15 | 0.1 | 0.2 | 5 | . | .
27 | O=C(NC1CCCC1)N1CC(=O)N2[C@H](C1)[C@@H](c1ccc(-c3ccc(F)cc3)cc1)[C@@H]2CO | . | -5 | . | 0.7 | 0.0 | . | 7 | .
28 | COc1ccccc1CNC(=O)CC1C(=O)NCCN1C1Cc2ccccc2C1 (configuration not stated) | 2 | -3 | 11 | 7.2 | 0.0 | 4 | -4 | -6
29 | CC1CCN(S(=O)(=O)c2ccc(NC(=O)C3CC(=O)N(c4ccccc4)C3)cc2)CC1 (configuration not stated) | 39 | -2 | -13 | . | 0.1 | -6 | -24 | 12
30 | C[C@@H]1CN([C@@H](C)CO)C(=O)c2cc(NC(=O)C3CCCCC3)ccc2O[C@@H](C)CCCCO[C@@H]1CN(C)C(=O)Nc1ccccc1 | -5 | -1 | 1 | 0.2 | 0.1 | 7 | 10 | -3
31 | C/C(Cc1ccccc1)=N\NC(=O)CNC(=O)c1ccc(Br)cc1 | -3 | 10 | . | 12 | 0.0 | -1 | -14 | .
32 | COC(=O)c1ccccc1OCCCCN1CC(C)OC(C)C1 (configuration not stated) | -21 | . | 8 | . | 0.4 | . | . | -5
33 | NC(=S)n1[nH]c(-c2ccc([N+](=O)[O-])cc2)c(N=Nc2cccc([N+](=O)[O-])c2)c1=O | 25 | 8 | . | -1.4 | 0.0 | 14 | -4 | -22
34 | C[C@H](CO)N1C[C@H](C)[C@@H](CN(C)C(=O)CC2CC2)Oc2ncc(C#Cc3cccnc3)cc2C1=O | -2 | -6 | 5 | 0.2 | 0.1 | 6 | 7 | -6
35 | COc1ccc2c3c(n(C)c2c1)[C@@H](CO)N(C(=O)Nc1ccc(F)cc1)CC31CN(S(=O)(=O)c2cccc(C)c2)C1 | 9 | . | . | -0.1 | 0.3 | . | -15 | .
36 | Cc1cccc(-c2ccc([C@H]3[C@H](CO)N4C(=O)CN(C(=O)CN5CCOCC5)C[C@@H]34)cc2)c1 | . | 15 | . | 0.6 | 0.8 | . | 5 | .
37 | O=C(NC1CCC1)[C@H]1[C@H](CO)[C@H]2Cn3c(ccc(-c4ccccc4F)c3=O)[C@@H]1N2C(=O)CC1CC1 | 6 | 0 | -6 | -1.8 | 0.2 | . | -3 | -4
38 | COCC(=O)Nc1ccc2c(c1)C(=O)N(C)C[C@@H](OC)[C@H](C)CN(Cc1cccnc1)[C@@H](C)CO2 | -5 | 2 | -1 | 0.3 | 0.0 | -9 | -2 | -3
39 | Nc1ccn([C@@H]2O[C@H](C(=O)N[C@H]3CCCCNC3=O)[C@@H](O)[C@H]2O)c(=O)n1 | 8 | 0 | . | -0.1 | 0.4 | -11 | -1 | .
40 | O=C(O)CCn1c2c(c3ccccc31)CCCC2 | . | 7 | 5 | . | . | . | -9 | -10
41 | O=C(NCC1CCCO1)c1ccc(CNS(=O)(=O)c2ccc(F)c(Cl)c2)cc1 (configuration not stated) | 0 | 5 | . | 1.8 | 0.2 | 0 | -3 | .
42 | CC1CCCCC12NC(=O)N(CC(=O)NCCc1ccccc1)C2=O (configuration not stated) | 0 | -3 | 1 | 0.0 | 0.3 | -5 | -4 | -4
43 | COc1ccc(Cl)cc1C(=O)NNC(=O)CCNS(=O)(=O)c1ccccc1 | 8 | 38 | 4 | -0.4 | 0.7 | 1 | 1 | .
44 | COc1ccc(C(=O)NNC(=O)Cc2nc3nc(C)cc(C)n3n2)cc1 | . | 1 | 9 | . | 0.0 | 16 | -9 | 7
45 | COc1ccccc1C#Cc1ccc2c(c1)[C@H]1[C@H](CCN1S(=O)(=O)c1ccc(C)cc1)[C@H](CO)N2 | 9 | . | -4 | 0.8 | 0.4 | 9 | . | 13
46 | C[C@@H]1CCCCO[C@@H](CN(C)C(=O)CCCN(C)C)[C@H](C)CN([C@H](C)CO)C(=O)c2cc(NC(=O)Cc3ccccc3)ccc2O1 | -5 | -8 | 9 | . | 0.0 | -2 | 21 | 4
47 | CCCN(Cc1nnc(-c2ccccc2Cl)o1)C(=O)c1cc([N+](=O)[O-])cc([N+](=O)[O-])c1 | -3 | 2 | -12 | -0.2 | 0.4 | 5 | -7 | 3
48 | CC1CN(CC(O)COC2CCC(C(C)(C)C)CC2)CC(C)O1 (configuration not stated) | -2 | 7 | . | 0.3 | -0.3 | -14 | -1 | .
49 | Cc1ccc(CNC(=O)CCS(=O)(=O)c2cc3c(cc2Cl)NC(=O)CO3)o1 | 10 | 2 | -9 | 0.0 | 0.1 | 4 | -13 | 3
50 | COc1ccc(-c2ccc([C@@H]3[C@H]4CN(Cc5ccccc5)CC(=O)N4[C@H]3CO)cc2)cc1 | -8 | 8 | . | 0.3 | 0.1 | -7 | 8 | .

Compound profiles, from the list above. Values in the order: EWS-Fli block	S100A4 MyoIIA	RAD54 branch	E-selectin induc	XiGFP reactiv	FN deposition inh	RAD52 anneal inh	esBAF inh
Shown for COc1ccc(Cl)cc1C(=O)NNC(=O)CCNS(=O)(=O)c1ccccc1 : 8	38	4	-0.4	0.7	1	1	.
Shown for CC1CCN(S(=O)(=O)c2ccc(NC(=O)C3CC(=O)N(c4ccccc4)C3)cc2)CC1 (configuration not stated) : 39	-2	-13	.	0.1	-6	-24	12
Shown for O=C(NC1CCC1)[C@H]1[C@H](CO)[C@H]2Cn3c(ccc(-c4ccccc4F)c3=O)[C@@H]1N2C(=O)CC1CC1 : 6	0	-6	-1.8	0.2	.	-3	-4

Sorted by the number under esBAF inh (lowest first): 3 of the compounds above
# | canonical_smiles | S100A4 MyoIIA | RAD52 anneal inh | esBAF inh
33 | NC(=S)n1[nH]c(-c2ccc([N+](=O)[O-])cc2)c(N=Nc2cccc([N+](=O)[O-])c2)c1=O | 8 | -4 | -22
40 | O=C(O)CCn1c2c(c3ccccc31)CCCC2 | 7 | -9 | -10
44 | COc1ccc(C(=O)NNC(=O)Cc2nc3nc(C)cc(C)n3n2)cc1 | 1 | -9 | 7
